# Screening results from PubChem BioAssay.
# Ins promoter up = MIN6 insulin promoter up-regulation | MIN6 insulin promoter-GFP reporter, high-content imaging; active compounds read high | z-score at 5 µM | 0.3% of 190,000 active | AID 1625;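 active means z-score above 3 at 5 µM with at least 500 cells counted in the well; inconclusive means wells under 500 cells, flagged as cytotoxic or low count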
# CSM14.1 death rescue = protection against thapsigargin-triggered cell killing – 384-well, CSM14.1, ATP luminescence, primary screen (AID 1222); CSM14.1 thapsigargin-induced death rescue, ATP luminescence; higher % means a stronger effect; one-dose cellular ATP content (survival), % at 20 µM; EC50 in µM for titrated hits; 190,000 tested, under 10 active;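 active means EC50 below 50 µM in the dose-response confirmation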;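 further: death triggered by thapsigargin at about 15 µM added after 2 h compound pretreatment; cell ATP read after overnight thapsigargin exposure of roughly 18 to 22 hours; normalized against plate controls of thapsigargin alone and 5% DMSO vehicle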
# M1AAP inhibition = P. falciparum M1AAP inhibitors, biochemical, fluorogenic H-Leu-NHMec substrate, 1536-well (AID 1445). recombinant M1AAP, H-Leu-NHMec fluorogenic kinetic assay; higher % means a stronger effect. inhibition, % at 30 µM; hits with a dose series show IC50 in µM. 0.42% of 220,000 active;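 active means primary inhibition above the hit cutoff, then over 50% inhibition at one or more dose response concentrations, cut at about 23% in these data, passing the limit was not always enough; inconclusive means conflicting primary data, or primary hits not chosen for dose response; inactive means low primary inhibition, or under 50% at every dose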;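 further: plate controls were DMSO full reaction for no effect and no enzyme background for full effect; strong numbers were not always called active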
# M17LAP inhibition = P. falciparum M17LAP inhibitors, primary screen, biochemical, fluorogenic H-Leu-NHMec substrate, 1536-well (AID 1619). one-dose inhibition, % at 30 µM; IC50 in µM for titrated hits. 0.38% of 220,000 active. recombinant M17LAP, H-Leu-NHMec fluorogenic kinetic assay; higher % means a stronger effect;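 active means compound inhibiting the enzyme by more than half at any dose during confirmatory dose-response retesting; inconclusive means strong single-dose inhibitors picked by rank but not retested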;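 further: plate controls were full reaction with DMSO carrier for no effect and no enzyme background for full effect; strong numbers were not always called active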
# Autophagy HCS = modulators of autophagy. MEF GFP-LC3 puncta imaging; test concentration mostly 10 µM. calls only at 10 µM (by protocol). 0.98% of 190,000 active. AID 463193;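 active means percentage of spot-positive cells more than 3 SD above its plate mean, without a fluorescence outlier flag or 80% toxicity; inconclusive means no clear call, values can overlap the other calls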;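 further: spot-positive cell cutoff set from DMSO-treated cells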
# Dynein cargo inh = blocks dynein driven cargo transport along microtubules; 3617.4 mouse cells, GR-EGFP nuclear translocation imaging; test concentration mostly 20 µM; stimulated with dexamethasone, 1 µM; active compounds read low; z-score, hits read low; 0.47% of 220,000 active; AID 1381;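 active means plate z-score of nuclear minus cytoplasmic receptor signal below a set negative limit, without overly bright fluorescence or cell loss, cut at about -3.5 in these data, passing the limit was not always enough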;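 further: z-score of nuclear minus cytoplasmic ring GR-EGFP intensity difference per well; some compounds called inactive have numbers as strong as hits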
#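 Buffer or medium – tet-free medium with charcoal-stripped serum · Signal – automated 10x imaging of fixed Hoechst-stained cells · Also added – dexamethasone agonist, 1.0 µM final, for 30 min · Incubation – induction 48 h, compound 1 h, agonist 30 min · Read-out – GR-EGFP nuclear translocation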
# MT stabilizer = stabilizes microtubules in HeLa cells; HeLa tubulin immunostaining HCS, 24 h; share of cells brighter than vehicle mean+2SD; 0.83% of 200,000 active; % tubulin-high responders, % at 10 µM;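 active means plate Z-score above 3 for both tubulin-high and condensed-nucleus cell shares, with cell loss under 80%, at 10 µM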;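 further: anti alpha tubulin signal scored within the nucleus-defined area of each cell; some results filed as inactive read as strong as hits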
# Yfh1-off respiration = enhancers of respiration in Yfh1-depleted yeast, dose response, Friedreich's ataxia, plus single-dose screen (AID 1465). S. cerevisiae Yfh1-off respiration, WST-1 reduction, 72 h; higher fold induction means a stronger effect. fold induction at 50 µM, or EC50 in µM where a hit was titrated. 0.074% of 220,000 active;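 active means fold induction of absorbance versus untreated yeast above a set limit, then at least 30% activation at any dose in follow-up; inconclusive means repeats straddling the limit, or above it without dose testing; inactive means fold induction below the set limit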;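 further: activators that raise dye reduction in frataxin-depleted yeast; strong numbers were not always called active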
# Hep lipid drop = hepatic lipid droplet formation modulation | AML12 mouse hepatocytes, oleate lipid droplets, BODIPY imaging | inhibition, % at 6.5 µM | 0.4% of 240,000 active | AID 1656;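 active means lipid droplet intensity inhibited by at least 50%, with more than 500 cells counted; inconclusive means wells with under 300 cells, treated as cytotoxic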
#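 System: AML12 hepatocytes (mouse). Probe or stimulus: oleic acid at 100 µM to induce lipid droplet formation. Times: overnight treatment with compound plus oleate. Detection: Image-based BODIPY and DAPI two-channel analysis. Evaluation: percent inhibition of filter-corrected integrated lipid droplet intensity per well.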
# Dynein cargo inh cytoplasmic EGFP = recorded beside Dynein cargo inh, whose call it bears; z-score; measured here: cytoplasmic GR-EGFP intensity; active compounds read high
# Dynein cargo inh nuclear GR-EGFP = recorded beside Dynein cargo inh, whose call it bears; z-score; measured here: nuclear GR-EGFP intensity;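 lower value marks the stronger effect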
# Dynein cargo inh cell count = further read-out of Dynein cargo inh, marked with its call; z-score; measured here: cell count per field
# Ins promoter up cell count = also measured in Ins promoter up; calls as there; cell count; measured here: cytotoxicity, nuclei count;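 total cells summed across four imaged fields per well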
# Hep lipid drop cells 6.5 µM = recorded beside Hep lipid drop, whose call it bears; cell count; measured here: cell count, cytotoxicity flag;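 cells counted across two imaged fields per well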
# MT stabilizer Hoechst-high % = also measured in MT stabilizer; calls as there; % Hoechst-high responders; measured here: nuclear condensation Hoechst responders;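 share of cells brighter than vehicle mean plus two SD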
# MT stabilizer cytotoxicity % = recorded beside MT stabilizer, whose call it bears; toxicity, %; measured here: cytotoxicity by cell density;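 0% = mean cell density of plate MIN control wells and 100% = no cells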
# Autophagy HCS cell loss 18 h = recorded beside Autophagy HCS, whose call it bears; toxicity, %; measured here: cell loss, nuclei count;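 cell loss after 18 h compound exposure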
# Starred values were filed as active, the others as inactive; i = inactive; ? = inconclusive; . = no result given.
SMILES,Ins promoter up,Ins promoter up cell count,CSM14.1 death rescue,M1AAP inhibition,M17LAP inhibition,Autophagy HCS,Autophagy HCS cell loss 18 h,Dynein cargo inh,Dynein cargo inh cytoplasmic EGFP,Dynein cargo inh nuclear GR-EGFP,Dynein cargo inh cell count,MT stabilizer,MT stabilizer Hoechst-high %,MT stabilizer cytotoxicity %,Yfh1-off respiration,Hep lipid drop,Hep lipid drop cells 6.5 µM
Cc1ccc(C(=O)N/N=C\c2cc(Br)c(Br)o2)cn1,0.32,1446,.,3%,0%,.,.,-0.0098,-0.21,-0.045,0.42,.,.,.,i,-3,668
O=C(c1ccc2c(Cl)c3c(nc2c1)CCCC3)N1CCC(N2CCCCC2)CC1,1,1188,-1.5%,4%,-3%,i,-10,-3.1,0.64,-1.4,0.51,6.0,2.2,7.5,i,-7,703
c1cc2c(cc1Cn1cnnn1)OCO2,2,1255,-2.0%,-2%,5%,i,10,-1.3,-0.2,-0.36,0.34,4.7,2.3,5.5,i,.,.
c1ccc(-c2nnc(CSc3nc4ccccc4[nH]3)o2)cc1,0.27,960,-1.6%,7%,5%,i,17,-0.96,-0.32,-0.39,1.2,6.2,3.2,9.6,i,.,.
CCN(CC)c1ccc(/C=N/N(c2ccccc2)c2ccccc2)c(O)c1,?,.,-0.3%,9%,11%,i,-3,-0.2,-0.25,-0.11,0.61,3.7,1.7,10,i,23,543
COC(=O)/C(=C/Nc1ccccc1)[N+](=O)[O-],-0.25,872,-3.3%,4%,-12%,i,20,-0.2,-0.2,0.33,0.28,1.4,1.6,6.9,i,8,790
COc1ccccc1N1CCN(C(=O)COc2ccc(C)cc2Br)CC1,-0.35,1315,-0.3%,2%,-13%,i,-8,-0.43,-0.18,-0.15,0.51,4.8,3.4,2.8,i,.,.
NC(=O)Cn1c(=O)n(CCc2ccccc2)c(=O)c2c3c(sc21)CCCC3,.,.,-5.2%,-1%,-8%,i,-11,-1.8,0.51,-0.83,0.92,1.7,1.3,9.8,i,12,790
CCN(CC)c1ccc(/C=N/N2CCN(Cc3ccc(Cl)cc3)CC2)c(O)c1,-5.9,732,.,4%,1%,.,.,-0.34,-0.29,-0.58,1.6,.,.,.,i,30,631
CCCCCN(C(=O)NC(=O)NCCCC)S(C)(=O)=O,0.94,1070,-1.0%,10%,-2%,i,-2,-0.12,-0.21,0.1,0.27,3.4,1.8,7.9,i,.,.
COc1ccc(N/C=C/C(=O)C(C)(C)C)cc1,-0.26,1464,-0.3%,2%,0%,i,14,-1.1,-0.072,-0.38,0.35,3.4,2.0,8.3,i,-5,721
CCOC(=O)C1CCCN(CC(=O)NC2=Nc3ccccc3N=C(C)C2c2ccccc2)C1 (centres undefined),-0.21,1137,.,-1%,-6%,i,-5,0.25,-0.27,0.083,0.37,3.3,1.9,8.0,i,-9,730
O=C1c2ccccc2NC(c2ccc3c(c2)OCO3)N1O (centres undefined),1.6,1708,-1.1%,8%,8%,i,22,0.35,-0.21,0.7,-1.9,5.4,3.1,3.0,i,.,.
C=CCNc1oc(COc2ccc(C)cc2)nc1C#N,2.2,939,-1.3%,0%,6%,i,-3,-1.2,-0.31,-0.61,1.6,3.7,3.8,7.3,i,.,.
O=C(NCc1ccco1)C(c1ccccc1)N(Cc1cccnc1)C(=O)Cn1nnc2ccccc21 (centres undefined),-0.41,1047,-1.2%,5%,2%,i,3,1,-0.19,0.6,-0.66,1.3,1.1,4.6,i,.,.
COc1ccccc1/C=C(\NC(=O)c1ccc(OC)c(OC)c1)C(=O)Nc1cccc([N+](=O)[O-])c1,.,.,1.1%,2%,-34%,i,13,0.6,-0.12,0.61,-1.2,2.4,1.8,4.0,i,-4,582
c1ccc(C2=Nc3ccccc3SC2c2nc3ccccc3[nH]2)cc1 (centres undefined),1.1,1591,-2.6%,1%,-4%,i,-3,-0.45,-0.18,0.37,0.57,3.6,1.5,3.2,i,-6,480
CCCCNC(=O)Cn1cnc([N+](=O)[O-])n1,0,1152,1.0%,-3%,-8%,i,4,-0.77,0.016,-0.21,0.71,1.5,1.4,2.7,i,18,747
CCOC(=O)/C(=N/Nc1ccc(Cl)cc1)Sc1nnnn1-c1ccc(C)cc1,-0.41,1429,-3.3%,12%,-3%,i,1,-0.11,0.11,0.12,1.3,1.6,3.2,11,i,11,531
CCOc1ccccc1N(C)C(=O)C1CCN(S(=O)(=O)c2cccc3nonc23)CC1,-0.31,990,0.5%,-2%,2%,i,0,-0.12,-0.21,-0.044,1.1,4.1,2.9,7.4,i,-12,758
NC(=O)CN1CCN(c2ccccc2F)CC1,-0.14,1200,0.7%,6%,5%,i,2,0.27,-0.27,0.26,1.1,5.0,1.7,0.4,i,1,773
O=C(COc1ccc(Cl)cc1)NCc1nnc(SCC(=O)Nc2ccccc2)o1,0.06,949,-1.1%,1%,5%,i,-17,1.1,-0.13,1.1,-0.0033,1.1,1.1,1.8,i,.,.
COc1ccc(-c2cc(C(=O)Nc3ccc(S(=O)(=O)Nc4onc(C)c4C)cc3)c3ccccc3n2)cc1OC,0.15,1419,.,-1%,13%,.,.,0.24,-0.27,0.0098,0.69,.,.,.,i,-8,735
Cc1cccc(CC(=O)NCCn2c(C)cc3ccccc32)c1,1.5,1627,0.9%,0%,8%,i,3,0.46,-0.14,-0.28,-0.96,3.9,1.8,4.1,i,-9,673
CC(=O)Nc1ccc(S(=O)(=O)NCCOc2ccc(Cl)cc2C)cc1,0.48,1253,2.6%,3%,3%,i,20,0.019,-0.28,0.29,0.0026,5.4,0.8,0.2,i,-18,664
# New compounds follow:
SMILES,Ins promoter up,Ins promoter up cell count,CSM14.1 death rescue,M1AAP inhibition,M17LAP inhibition,Autophagy HCS,Autophagy HCS cell loss 18 h,Dynein cargo inh,Dynein cargo inh cytoplasmic EGFP,Dynein cargo inh nuclear GR-EGFP,Dynein cargo inh cell count,MT stabilizer,MT stabilizer Hoechst-high %,MT stabilizer cytotoxicity %,Yfh1-off respiration,Hep lipid drop,Hep lipid drop cells 6.5 µM
CCN(CC)S(=O)(=O)c1ccc(N2CCCC2)c(NC(=O)C2CCCCC2)c1,0.14,1227,.,.,.,.,.,0.39,-0.73,0.02,-0.62,.,.,.,i,-3,705
Cc1ccc(C(=O)NC2c3ccccc3-c3ccccc32)cc1,1.1,905,1.7%,-5%,2%,i,26,-0.24,-0.26,0.16,-0.12,24*,42*,60*,i,-56,387
O=C(COC(=O)c1ccc(S(=O)(=O)N2CCCC2)cc1)NCc1ccccc1,.,.,-2.5%,-1%,1%,i,-10,0.1,-0.21,-0.18,0.78,1.7,1.7,10,i,.,.
O=Nc1onc(-c2ccc([N+](=O)[O-])cc2)c1NO,-0.2,1196,-0.1%,14%,15%,i,60,-1.7,-0.14,-1.1,0.49,2.8,3.5,3.8,i,8,708
O=[N+]([O-])c1ccc(C(=S)N2CCN(c3ccc(F)cc3)CC2)cc1,-0.03,1397,1.8%,3%,-3%,i,34,2.2,-0.25,1.3,-1.5,4.5,2.5,11,i,-2,693
Cc1c(Cl)cccc1NC(=S)N1CCCN(Cc2ccc(F)cc2)C1,-1.7,1158,-0.7%,?,6%,i,12,-0.3,-0.15,-0.31,0.32,3.5,1.5,7.3,i,-2,703
Cn1c(Cl)c(C(=O)Nc2ccccc2)c2ccccc21,-0.04,1633,2.1%,-1%,-2%,i,-2,-0.52,-0.22,-0.31,0.66,2.2,1.9,5.7,i,.,.
CCCCOc1ccc(C(O)(CCC)CCN2CCOCC2)cc1 (centres undefined),-1.1,1146,-2.6%,-4%,-7%,i,5,-0.65,-0.28,0.18,0.61,2.4,2.0,10,i,2,759
CCOC(=O)C(NC(C)=O)C(OC(C)=O)c1cccc(N(CCO)CCO)c1 (centres undefined),.,.,1.2%,5%,-3%,i,6,-0.12,-0.03,0.22,-0.7,1.9,1.0,3.0,i,.,.
O=S(=O)(c1ccc(S(=O)(=O)N2CCN(Cc3ccccc3)CC2)cc1)N1CCOCC1,-1.2,1251,-0.1%,-1%,2%,i,8,1.5,-0.13,0.66,-0.83,2.1,1.8,6.4,i,.,.
COCc1cc(C)nc(SCC(=O)Nc2cc3c(cc2C#N)OCO3)c1C#N,0.2,1464,-1.6%,1%,15%,i,29,-0.85,-0.26,-0.29,1.1,3.5,2.1,14,i,.,.
CC1=CC(C)(C)N2C(=O)C3(SCC(=O)N3c3ccc(O)cc3)c3cc(C)cc1c32 (centres undefined),-0.75,1194,.,5%,-3%,i,-1,-0.48,-0.38,-0.21,0.3,2.0,1.7,9.6,i,-13,673
Cc1ccc2c(c1)nnn2C1CCN(S(=O)(=O)c2ccc(C(=O)N(C)C3CCCCC3)cc2)CC1,-0.81,1419,1.3%,0%,-3%,i,20,-1.1,-0.17,-0.25,0.3,3.6,1.8,6.2,i,.,.
CCOc1ccc(-c2nnc(Nc3ccc(OC)c(C(=O)N4CCCCC4)c3)c3ccccc23)cc1,0.12,1407,-1.1%,-2%,-2%,i,14,0.67,-0.1,0.16,0.12,4.5,1.0,2.4,i,20,626
O=C(CNC(=S)N(Cc1ccccc1)Cc1ccccc1F)NCCc1ccccc1,0.56,1094,-0.1%,-2%,-5%,i,-3,-0.44,-0.35,-0.098,0.56,3.1,2.0,2.4,i,1,685
